Assay outcomes from PubChem.
iPSC survival up = enhancers of single-cell hiPSC survival, primary screen, ATPlite luminescence; 100% = ROCK inhibitor wells, 0% = DMSO; survival enhancement, % at 20 µM; 360,000 compounds, 0.044% hits; AID 602274, 2012; in the data active means survival enhancement above about 18%;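 further: cells exposed to compounds for 16 hours before the ATP read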
Peg3 promoter = Peg3 promoter-driven luciferase inhibitors, primary screen, cell-based, HeLa, luciferase luminescence; 360,000 compounds, 1.7% hits; HeLa PEG-Prom luciferase reporter, overnight; inhibition, % at 20 µM;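 active means inhibition of at least 50% at 20 µM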
PDI turbidity = inhibitors of human PDI, primary screen, biochemical, turbidity, single point, plate reader. Protein disulfide-isomerase (Homo sapiens), P07237. PDI insulin aggregation turbidity, A650, 90 min. inhibition, % at 10 µM. 350,000 compounds, 0.052% hits. AID 588391, 2011;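 active means mean inhibition across replicates of 30% or more, whatever share of single replicates reach that level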;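 further: absorbance from insulin aggregation driven by PDI reduction with DTT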
Target sequence (P07237 whole entry, looked up): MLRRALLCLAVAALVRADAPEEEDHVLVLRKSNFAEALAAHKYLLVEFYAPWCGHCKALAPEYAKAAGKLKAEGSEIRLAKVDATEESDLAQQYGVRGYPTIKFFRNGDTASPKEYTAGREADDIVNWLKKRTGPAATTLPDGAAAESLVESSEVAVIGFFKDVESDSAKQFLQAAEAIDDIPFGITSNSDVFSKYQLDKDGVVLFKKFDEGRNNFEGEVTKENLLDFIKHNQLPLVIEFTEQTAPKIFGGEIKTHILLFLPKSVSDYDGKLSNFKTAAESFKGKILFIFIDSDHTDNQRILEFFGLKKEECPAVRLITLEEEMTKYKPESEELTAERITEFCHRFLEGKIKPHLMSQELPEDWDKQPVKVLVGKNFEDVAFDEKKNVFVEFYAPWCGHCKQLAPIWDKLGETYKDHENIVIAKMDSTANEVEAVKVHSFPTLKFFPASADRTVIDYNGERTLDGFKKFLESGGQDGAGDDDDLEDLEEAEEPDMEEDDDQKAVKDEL
H9c2 protect = cardioprotection against H2O2-induced cell death, primary screen, uHTS, H9c2 cells, ATPLite luminescence | AID 588492, 2011 | protection from H2O2 cell death, % at 20 µM | H9c2 cardiomyocytes, H2O2 injury protection, 2 h | 360,000 compounds, 0.63% hits;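 active means compounds giving at least 50% protection of heart cells from peroxide-induced death in the single-dose screen, raw or plate-pattern-corrected value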;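 further: 0% = DMSO wells with peroxide and 100% = DMSO wells without peroxide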
NR2E3 ag-1 = inhibitors of NR2E3-RetCOR corepressor binding, primary screen, NR2E3 agonist project, biochemical, TR-FRET, GST-NR2E3, biotin-RetCOR; Photoreceptor-specific nuclear receptor (Homo sapiens), Q9Y5X4; 1536-well; 320,000 compounds, 0.12% hits; inhibition of corepressor binding, % at 4.78 µM; AID 2300, 2010;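 active means percent inhibition above the cutoff of mean plus 3 SD of all tested compounds, set per screening campaign, cut at about 20% in these data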;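 further: 0% = DMSO wells and 100% = biotin wells as full block of FRET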
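System: GST-tagged NR2E3 plus biotinylated RetCOR corepressor; Amount: 1.35 nM GST-tagged NR2E3 final; Dosing: single nominal compound dose of 4.8 µM; Schedule: 5 h incubation at 4 °C; Technique: TR-FRET with europium anti-GST and streptavidin-D2, 340 nm excitation; Controls: biotin wells as high control, 0.6% DMSO wells as low control.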
m5-HT2A agonist = mouse Htr2a agonists via beta-arrestin recruitment, primary screen, cell-based, luminescence; 5-hydroxytryptamine receptor 2A (Mus musculus), P35363; CHO-K1 mHTR2A beta-arrestin complementation; percent of 30 µM serotonin response; activation, % at 7.6 µM; AID 624169, 2012; 360,000 compounds, 0.66% hits;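 active means activation above a run cutoff, the mean activation of all tested compounds plus 3 SD, cut at about 14% in these data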;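 further: 0% = plate median of compound wells and 100% = 30 µM serotonin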
Target sequence (P35363 whole entry, looked up): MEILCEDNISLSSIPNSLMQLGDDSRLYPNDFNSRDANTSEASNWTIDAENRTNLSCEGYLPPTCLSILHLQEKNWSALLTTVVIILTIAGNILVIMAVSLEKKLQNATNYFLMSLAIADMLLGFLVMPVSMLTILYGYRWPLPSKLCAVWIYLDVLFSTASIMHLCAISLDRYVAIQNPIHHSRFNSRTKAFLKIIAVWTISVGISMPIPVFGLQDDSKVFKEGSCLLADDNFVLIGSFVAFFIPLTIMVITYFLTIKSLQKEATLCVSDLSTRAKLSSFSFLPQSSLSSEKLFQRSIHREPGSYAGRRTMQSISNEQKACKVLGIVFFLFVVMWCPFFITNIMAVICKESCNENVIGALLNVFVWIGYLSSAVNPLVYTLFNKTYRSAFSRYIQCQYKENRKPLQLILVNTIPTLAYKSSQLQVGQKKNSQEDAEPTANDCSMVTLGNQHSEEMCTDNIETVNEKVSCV
NR2E3 ag-2 = NR2E3 agonists in two-hybrid cells, primary screen, cell-based, luminescence, CHO-S, Gal4-NCOR/VP16-NR2E3 | Photoreceptor-specific nuclear receptor (Homo sapiens), Q9Y5X4 | luciferase | inhibition of corepressor binding, % at 3.98 µM | 360,000 compounds, 0.35% hits | AID 602229, 2012;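 active means inhibition above the mean of all tested compounds plus 3 SD, cut at about 70% in these data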;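 further: 0% = DMSO with NR2E3 transfected cells and 100% = cells lacking NR2E3 construct; higher means lower luciferase signal from less NR2E3 corepressor binding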
CaV13 ICDI inh = Primary screen for inhibitors of IQ motif and Ca2+-dependent inactivation inhibitor domain binding in CACNA1D, Förster resonance energy transfer in living cells, …; HEK cells, CFP/YFP FRET ICDI-IQ, plate reader, 10 min; percent FRET-ratio fall versus neutral wells; inhibition, % at 12.3 µM; 340,000 compounds, 0.098% hits;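 active means mean replicate inhibition of at least 30% and at least 1% of replicates passing that level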;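 further: 0% = median of the neutral control wells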
MITF TRPM1 inh = inhibitors of MITF-dependent TRPM1 promoter reporter, primary screen, cell-based, SK-MEL-5, single point, luciferase; inhibition, % at 12.5 µM; 330,000 compounds, 0.83% hits; SK-MEL-5 TRPM1 promoter luciferase, 24 h; AID 488899, 2010;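 active means mean inhibition across replicates of 60% or more, whatever share of single replicates reaches that level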; further: values of inactives mirror those of a sister screen read the other way
Shn3 inh set2 = reduction of Shn3 3'UTR firefly luciferase signal, primary screen, Schnurri-3 inhibitor project, cell-based, Clone20 osteoblasts, set 2; 360,000 compounds, 0.52% hits; Clone20 osteoblast Shn3 3'UTR firefly luciferase, 24 h; inhibition, % at 12.5 µM;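 active means mean inhibition of at least 75% with every replicate also reaching 75%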;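 further: 0% = median of neutral control wells and 100% = pilot-screen positive control compound; some compounds past the cut are filed as inactive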
HIF-2a block = HIF-2a reporter inhibitors, primary screen, luminescence, 786-0 RCC cells; 360,000 compounds, 0.72% hits; 786-0 RCC cells HIF-2a reporter, luciferase luminescence, overnight; inhibition, % at 18.8 µM;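 active means inhibition of the luminescence signal of 40% or more relative to plate controls, in a single-dose primary screen at 18.75 µM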
The depositor's hits bear a star; nt = not tested or not shown.

SMILES	iPSC survival up	Peg3 promoter	PDI turbidity	H9c2 protect	NR2E3 ag-1	m5-HT2A agonist	NR2E3 ag-2	CaV13 ICDI inh	MITF TRPM1 inh	Shn3 inh set2	HIF-2a block
COc1ccc(NC(=O)CN2CCN(c3nc(-c4ccc(F)cc4)cs3)CC2)c(OC)c1	-2.0	31.4	2.4	-1.9	2.8	-3.2	-4.0	1.6	-5.2	-9.9	24.9
CCC(C)c1ccc(S(=O)(=O)Nc2cccnc2)cc1 (stereo not given)	0.1	20.6	1.9	-2.7	-0.5	-0.3	22.4	-21.5	-9.9	9.8	4.3
COc1ccccc1N(C)S(=O)(=O)c1ccc(C(=O)NNC(=O)c2ccccc2O)cc1	-0.3	11.8	0.9	32.7	nt	-7.0	1.0	nt	12.8	20.6	10.0
COc1ccc(NC(=O)c2ccccc2N2C(=O)C3C4C=CC(C5CC45)C3C2=O)c(OC)c1 (stereo not given)	-0.2	11.7	0.5	7.1	-1.1	-9.5	-0.8	-7.8	7.2	4.6	13.9
O=C(CSc1ncnc2nc[nH]c12)N1CCOCC1	0.2	14.1	2.2	4.8	2.1	0.7	-1.9	nt	-4.0	-11.5	12.0
CCCCOC(=O)C1=C(C)Nc2ncnn2C1c1ccc(OC)c(OC)c1 (stereo not given)	-1.2	-0.5	5.4	-0.2	-0.1	-3.4	-7.1	-4.3	4.6	26.3	15.6
Oc1ccc2c(c1)oc1cc(O)ccc12	1.1	-203.9	-2.7	-5.0	1.6	-3.6	-95.4	-13.0	1.5	5.8	-162.3
Cc1ccc(C(=O)N2CCC(C(=O)c3c(C)cc(C)cc3C)CC2)cc1	0.3	-5.2	-4.8	-4.7	-2.7	-3.3	36.5	-2.6	5.3	39.8	9.6
C/C(=C\C(=O)c1ccc(Br)cc1)NNC(=O)c1ccc(O)cc1	-0.5	30.3	1.9	38.8	-1.5	7.8	-18.8	-4.3	0.4	-12.7	11.9
CCC(=O)NNC(=O)Cc1c(C)n(C(=O)c2ccc(Cl)cc2)c2ccc(OC)cc12	0.4	-4.2	11.9	-1.3	4.0	0.0	-33.8	-2.5	4.4	-1.3	1.1
CN(C)c1ncnc2c1ncn2C1CCCO1 (stereo not given)	0.9	11.2	15.6	3.3	nt	0.1	-10.2	-5.7	2.8	-18.4	5.9
COc1ccccc1NC(=O)c1cc(Br)ccc1Cl	-0.5	-19.1	-3.5	-0.7	-0.6	0.3	-11.7	-4.1	6.7	-5.2	-20.0
COc1ccccc1C(=O)NCc1ccco1	-0.9	-13.3	8.9	3.9	5.4	3.9	0.1	-19.0	6.6	0.8	6.9
CCOC(=O)N1CCC(NS(=O)(=O)c2cc3c(cc2Br)CCN3C(=O)CC)CC1	-1.2	6.3	-5.5	-2.7	nt	2.5	6.5	-5.6	-5.7	29.9	13.3
CCCCN(CCCC)Cc1ccc(C(=O)NNC(=O)Nc2ccc(F)cc2)o1	-0.4	10.3	5.3	-5.2	-0.7	4.5	16.5	-13.9	-3.0	-0.6	14.1
Cc1ccc(NC(=O)c2cccc(S(=O)(=O)N(C)c3ccccc3)c2)cc1S(=O)(=O)N1CCOCC1	0.5	28.7	8.5	9.5	0.2	-1.4	-15.4	-7.4	7.8	58.7	18.1
CN(CC(=O)Nc1ccccc1Br)C(=O)CNC(=O)c1ccc2c(c1)OCO2	-0.3	-0.3	6.4	-7.0	-1.0	-5.4	-31.0	-2.5	-1.8	-9.2	11.2
NS(=O)(=O)c1ccc(Sc2ccc3ccccc3c2)nc1	-0.1	-7.4	-10.2	-8.8	-3.3	1.6	27.6	-3.1	-0.3	-15.0	5.7
Cc1ccc(C(=O)Nc2ccccc2C(=O)N2CCCCC2C)cc1 (stereo not given)	0.5	5.0	0.1	0.5	5.8	1.4	-34.7	-5.6	5.6	-11.6	-8.1
O=C(NC[C@@H]1CCCO1)c1cccc2c1C(=O)c1ccc(N3CCOCC3)cc1S2(=O)=O	-1.5	1.9	11.2	3.1	nt	-1.0	-11.0	-12.7	-3.1	5.8	-2.5
COc1ccc(-c2csc(N(CCCN(C)C)C(=O)c3ccccc3C)n2)cc1	-0.6	13.8	5.1	-5.1	-0.8	-2.4	11.1	-19.1	8.9	12.3	14.3
CCCCOc1ccc(S(=O)(=O)NC(=O)C2(C)CCN2C(=O)c2cccc(F)c2)cc1 (stereo not given)	0.1	6.9	14.3	3.6	nt	2.0	-0.4	-17.7	nt	-7.2	2.7
CC(Oc1ccccc1)C(=O)Nc1nnc(S(=O)(=O)N(C)c2ccccc2)s1 (stereo not given)	-0.5	13.5	-5.2	0.0	2.9	8.1	-1.1	-3.0	4.7	4.9	-2.3
Cc1cc(NC(=O)C2CCCN(S(=O)(=O)c3c(C)noc3C)C2)n[nH]1 (stereo not given)	-2.9	-9.0	nt	8.6	2.0	3.7	-0.9	-4.8	nt	-0.6	9.5
COc1cc(-c2cc(C(=O)O)c3cc4c(cc3n2)OCCO4)cc(OC)c1OC	-1.0	6.8	0.6	-1.5	-1.1	-1.1	-12.1	-7.9	10.4	-17.4	14.9
Clc1ccc2c(c1)[C@H]1OCC[C@H]1[C@@H](c1ccco1)N2	-4.7	-203.5	nt	-22.4	4.5	-1.0	-62.7	-2.2	-45.8	-87.8	-193.2
O=C(Nc1cccc(C(F)(F)F)c1)C1C2CC3OC(=O)C1C3C2 (stereo not given)	-1.6	16.1	-7.4	-4.5	0.6	-1.1	8.9	-5.1	-7.4	8.0	6.6
CCn1cc(SCC(=O)N2CCOCC2)c2ccccc21	-2.4	-142.0	nt	5.7	1.0	3.2	-44.7	-9.7	-40.3	-45.1	-150.3
COc1cccc(CN2CCN(C(=O)c3cccc4ccccc34)CC2)c1OC	-0.2	17.5	4.2	4.0	1.9	-2.6	10.8	-9.0	3.3	3.8	6.3
CS(=O)(=O)NN1C(=O)c2ccccc2NC1c1ccccc1O (stereo not given)	-1.1	-5.6	0.3	7.4	3.2	1.8	26.8	-2.8	-4.0	-2.7	2.0
CCN1CCN(CC(=O)NC2CCCCC2)C(=O)C1=O	4.9	-15.4	-17.0	-7.9	1.2	-4.1	-7.1	-6.4	7.0	-0.1	9.1
CCOC(=O)C1=C(N)n2c(s/c(=C\c3ccco3)c2=O)=C(C(=O)OC(C)C)C1c1ccco1 (stereo not given)	-2.4	17.4	2.0	22.6	-1.5	0.2	1.2	nt	-3.3	8.1	14.6
O=C(COc1ccc(-n2ccnc2)cc1)Nc1cccc(Cl)c1	2.6	-32.1	1.3	-26.9	-1.2	1.3	3.9	-2.5	0.2	48.0	-29.5
CCOc1ccc(C(=O)NCc2ccco2)cc1	-1.0	-40.6	-5.2	-0.4	5.9	5.5	-38.8	-8.0	-26.4	-16.3	-44.1
COc1cccc(CNC(=O)c2cc(COc3c(F)cccc3F)on2)c1	0.3	-155.8	1.9	-7.9	1.6	3.6	-40.2	4.0	-16.6	-2.0	-150.7
N#Cc1nc(Cc2ccccc2)oc1N1CCCC1	1.7	-80.3	-2.1	-9.0	1.1	-4.0	-15.9	-5.1	-4.6	-17.2	-113.0
CC(=O)c1cc(C#N)c(SCc2ccccc2)nc1C	7.9	-102.0	-1.7	-13.2	0.9	-8.8	-37.3	nt	-26.1	12.0	-170.5
COc1ccc(CNS(=O)(=O)c2ccc(-n3cnnn3)c(OC)c2)cc1	-0.1	-3.0	-13.3	-5.3	-0.6	0.6	-10.9	-4.3	0.0	13.1	-3.2
O=C(CN1CCN(S(=O)(=O)N2CCCCCC2)CC1)Nc1cc(Cl)ccc1Cl	-0.5	5.1	-10.8	-1.8	5.0	0.2	-28.8	-18.8	-2.6	13.6	17.5
CC1(C(=O)O)C=CCN1C(=O)c1ccccc1 (stereo not given)	2.2	4.9	-8.8	-10.9	-1.8	1.2	6.0	-6.3	-6.9	-6.3	4.0
C[C@H](NC(=O)N1CCn2c1nc1ccccc12)C(=O)NCc1ccco1	0.1	9.0	-7.1	-1.0	-0.2	7.4	16.2	-4.6	-9.7	-10.8	3.0
COc1cc(C=C(OC(C)=O)c2ccc3c(c2)OCO3)cc(OC)c1OC	-0.4	7.0	nt	3.5	nt	-5.9	-7.1	-3.4	nt	13.6	-14.9
O=C(Nc1nncs1)C1CCCC1	-0.3	15.2	-3.3	-0.5	1.3	6.3	-20.9	-3.7	1.8	1.5	9.2
CCOCCCNC(=O)Cn1nc(-c2ccccc2)ccc1=O	0.5	0.1	19.0	5.6	-0.7	5.9	1.8	-6.8	nt	2.7	7.8
CCOc1ccc(CCNC(=O)C2=C(C)C(=O)OC23CCC(C)CC3)cc1OCC (stereo not given)	2.2	14.1	-10.6	5.4	-3.4	-0.2	8.3	-4.9	-12.8	1.5	24.2
CC(C(=O)O)n1cc(Cl)cn1 (stereo not given)	8.2	0.3	6.8	-1.4	-0.9	1.1	6.6	-4.6	0.5	5.8	7.3
COc1ccc(C(=O)Nc2cc(S(=O)(=O)N3CCCCC3)ccc2C)cc1	2.0	13.6	0.3	11.9	nt	2.8	-12.5	-5.4	nt	70.1	14.7
CC(=O)N1[C@H](Cc2ccccc2)C=C[C@]1(C)C(=O)NCCc1c[nH]c2ccccc12	-1.4	-16.3	1.6	13.3	4.2	-0.7	15.9	-10.4	nt	17.2	5.9
O=S(=O)(c1ccc(N2CCCC2)nc1)N1CCCC1	0.1	15.9	-1.2	-4.5	2.8	-0.7	-20.2	nt	-5.3	8.1	7.3
